PglD inh: C. jejuni PglD acetyltransferase inhibitors, primary screen, biochemical, DTNB colorimetric, single point; UDP-N-acetylbacillosamine N-acetyltransferase PglD (Campylobacter jejuni); purified PglD enzyme, DTNB colorimetric CoA detection; inhibition, % at 12.5 µM; hit rate 0.098% among 360,000; in the data active = inhibition above about 16%, passing the limit was not always enough; note: strong numbers were not always called active
C2C12 statin: suppressors of statin myotoxicity in C2C12 myotubes, primary screen, cell-based, single point, plate reader; C2C12 myotubes + simvastatin, ATP luminescence, 48 h; scaled: DMSO 0, geranylgeraniol control 100; rescue of ATP level, % at 7.49 µM; hit rate 0.78% among 330,000;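 active = mean ATP rescue above about 67%, or every replicate alone reaching that limit, limit read from the data, passing the limit was not always enough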;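 note: myotubes were challenged with 10 µM simvastatin during compound exposure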
miR-122 sensor: miR-122 Renilla sensor signal increase in Huh7, primary screen, miR-122 inhibitor project, cell-based, single point, plate reader; Huh7 miR-122 Renilla luciferase sensor, 48 h; neutral wells = 0, positive control = 100; hit rate 0.3% among 340,000; activation (reporter increase), % at 12.5 µM;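 active = mean replicate activation score at least 90 and every replicate individually at or above 90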;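 note: higher luciferase means less miR-122 activity so hits act as miR-122 inhibitors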
Cneo AK release: Cryptococcus neoformans cell lysis inducers, primary screen, AK release luminescence, single concentration | C. neoformans lysis, adenylate kinase release luminescence, 4 h; normalised: neutral wells 0, clomiphene wells 100 | AID 651654, 2012 | lysis activity, % at 15 µM | hit rate 0.2% among 360,000;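 active = mean lysis activity across replicates of at least 80%, whatever share of replicates individually reach that level; inactive = mean lysis activity below 80%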
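Material: C. neoformans cells | Amount: Yeast cell density of 5 × 10^6 cells/mL | Medium: Fresh YPD growth medium | Dosing: Single dose | Times: Static 4 h at 37 °C with compound, 1 h detection | Detection: AK luminescence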
INS-1E GSIS act: GLuc luminescence reporter in INS-1E cells, primary screen for activators of glucose-dependent secretion of insulin | hit rate 0.61% among 370,000 | INS-1E GLuc reporter insulin secretion, 2-3 h | AID 743287, 2014 | activation, % at 16.6 µM;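 active = lowest replicate activation of at least 40%, so every replicate reaches that level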;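 note: 0% = median of neutral control wells and 100% = median of IBMX positive control wells; some compounds called inactive have numbers as strong as hits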
FN deposition inh: inhibitors of fibronectin matrix deposition, primary screen, AH1F cells, Alexa488-fibronectin fluorescence, plate reader | hit rate 0.086% among 350,000 | AID 743247, 2014 | inhibition, % at 12.6 µM | AH1F fibroblasts, overnight;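 active = mean inhibition across replicates of 30% or more, regardless of how many single replicates reach that level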;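 note: positive control wells lacked labelled fibronectin entirely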
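test system = AH1F fibroblasts assembling fluorescent fibronectin matrix | quantity = 10000 AH1F cells per well | buffer or medium = DMEM plus 2% serum, read in PBS | doses = single dose, pinned | incubation = 1 h cell attachment, overnight exposure to compound and label | detection = fluorescence at 485 nm excitation, 525 nm emission | read-out basis = inhibition from reduced deposited-fibronectin fluorescence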
PGC1a acetyl inh: inhibitors of PGC1a acetylation signal, primary screen, cell-based, U2OS, AlphaScreen, inhibitor mode; hit rate 0.17% among 350,000; AID 651687, 2012; inhibition, % at 15.6 µM; AlphaScreen anti-acetyl-lysine; with virally co-expressed GCN5 acetyltransferase;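 active = every replicate shows inhibition of at least 40%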;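 note: 0% = neutral control wells and 100% = positive control wells; some results beyond the cut were filed as inactive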
CFTR F508del cor: F508del CFTR correction, initial screen, CFBE line, single point. CFBE cells, YFP halide quenching; stimulated with forskolin plus potentiator P3; % fluorescence drop versus neutral controls. activity (quench increase), % at 7.58 µM. hit rate 0.36% among 350,000. AID 720511, 2013;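 active = mean added fluorescence quench of at least 8% versus neutral control, with both replicates also reaching 8%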;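 note: cells transiently co-express mutant CFTR-F508del with the halide-sensitive YFP; corrector assay measuring rescue of mutant channel to the surface after 24 h compound exposure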
Starred values were filed as active, the others as inactive; x = not tested or not shown; [ ] = remark or other dose.

Order of results: CFTR F508del cor, INS-1E GSIS act, PGC1a acetyl inh, FN deposition inh, Cneo AK release, miR-122 sensor, PglD inh, C2C12 statin
> Cc1noc(C)c1S(=O)(=O)N(C)C[C@H]1OCCCC[C@@H](C)Oc2ccc(NS(=O)(=O)c3ccccc3)cc2C(=O)N([C@@H](C)CO)C[C@H]1C
  -0.4, -2, -10, 5, 51, -4[16.7 µM], -1, x
> COc1ccc(/C=N/n2c(SC)nnc2-c2ccccc2)cc1C
  x, 25, x, x, 12, x, -4, 15
> Cn1c(NCc2ccncc2)nc2cc(-c3ccsc3)sc2c1=O
  0.2, 6, 10, 9, -1, -2, 1, -8
> COc1cccc(S(=O)(=O)N[C@@H]2CC[C@H](CCn3cc(-c4ccccc4)nn3)O[C@H]2CO)c1
  -5.1, -5, 1, x, -1, x, -1, 9
> CN(C)c1c([N+](=O)[O-])cc2[nH]c(=O)[nH]c2c1[N+](=O)[O-]
  x, x, 2, -9, 2, 4, 1, -4
> Cc1oc(-c2ccc(Cl)cc2)nc1CS(=O)CC(=O)NC1CCCCC1 (stereo unspecified)
  -3.7, 7, x, -5, 0, 10, -1, 22
> COc1ccc(S(=O)(=O)N(C)C[C@H]2OCCCC[C@H](C)Oc3ccc(NC(=O)NC4CCCCC4)cc3C(=O)N([C@@H](C)CO)C[C@H]2C)cc1
  -2.0, -4, -10, 9, -1, -1[16.7 µM], 2, x
> COc1cc2cc(C(=O)N/N=C/c3cccc(OC)c3OC)[nH]c2cc1OC
  1.8, 24, -5, 1, -2, -9, 0, 14
> COc1ccc2c(CC(=O)N[C@@H](Cc3ccccc3)C(=O)O)cc(=O)oc2c1
  1.4, x, 12, 2, -8, -7, 6, -2
> O=c1nc2ccccc2c2n1CC(CN1CCN(c3cccc(Cl)c3)CC1)N2 (stereo unspecified)
  x, -7, 3, -5, 2, -1, -2, -5
> O=C(c1ccco1)N1CCN(Cc2cccnc2)CC1
  x, x, 19, x, 7, 7, -9, 3
> O=C1C(c2ccccc2)=[N+]([O-])c2ccccc21
  -2.4, -8, 4, 1, -13, -1, 3, -21
> COc1ccccc1N1CCN(C2CCCN(C(=O)CCc3c(C)noc3C)C2)CC1 (stereo unspecified)
  -1.7, 2, 19, -13, 6, 7, 4, -1
> CCn1cc(C(=O)NCC2COc3ccccc3O2)c2cc(OC)c(OC)cc2c1=O (stereo unspecified)
  x, x, 6, -3, 0, 1, -2, -2
> Cc1cccc(NC(=O)c2cccc(N3C(=O)C4C5C=CC(C6CC56)C4C3=O)c2)c1 (stereo unspecified)
  1.2, -13, x, 8, 1, 11, -1, -11
> CCOC(=O)Cn1c(CN(Cc2ccccc2)Cc2ccccc2)nc2c1c(=O)n(C)c(=O)n2C
  x, x, -28, -2, -1, 52, 3, 5
> Cc1ccc(S(=O)(=O)N2CCCC(C(=O)NCc3ccc4c(c3)OCO4)C2)cc1 (stereo unspecified)
  0.4, -42, x, 8, -3, x, 1, -3
> CCN(CC)C(=O)[C@H]1C[C@H](CC(=O)NC/C=C(\C)CCC=C(C)C)C(=O)N2CCc3c([nH]c4ccc(Cl)cc34)[C@]12C
  0.8, 2, -9, 4, 12, -3, 4, -22
> C[C@@H]1CCCCO[C@@H](CN(C)Cc2ccc(C(=O)O)cc2)[C@@H](C)CN([C@@H](C)CO)C(=O)c2cc(NC(=O)c3ccncc3)ccc2O1
  -0.8, 18, -1, x, 0, -3[16.7 µM], 3, x
> Cc1cn(CC2COC(C)(C)O2)c(=O)[nH]c1=O (stereo unspecified)
  x, x, 8, 5, 1, 5, -1, 4
> COc1ccccc1N1CCN(S(=O)(=O)c2ccc(-n3cnnn3)cc2)CC1
  -1.9, -7, 7, -10, 14, -9, 3, -22
> Cc1cc(C(=O)Nc2cccc3ccccc23)n(-c2ccccc2)n1
  -2.6, -3, -3, 2, 0, -3, -1, 2
> CC(=O)Nc1sc2c(c1C(N)=O)CCN(Cc1ccccc1)C2
  0.0, 1, -3, 0, x, -4, x, -10
> COC(=O)[C@@]1(Cc2ccccc2)[C@H]2C(=O)N(Cc3ccccc3)C(=O)[C@H]2[C@H]2CN=C(SCc3ccc(Cl)cc3)N21
  -1.4, -7, 11, -4, 3, -3, -2, -13
> O=C(CCN1C(=O)C2C3C=CC(C3)C2C1=O)Nc1nccs1 (stereo unspecified)
  x, -3, -12, x, -3, -4, 1, -4
> NS(=O)(=O)c1ccc(NC(=O)CSC2CCCCC2)cc1
  x, x, -1, -9, 3, 0, 3, 0
> CCCCNC(=O)CN(CCc1ccccc1)S(C)(=O)=O
  x, x, 22, x, 0, -3, 0, x
> CN1CCCCN2[C@H](CO)[C@@H](c3ccc(-c4ccccc4)cc3)[C@@H]2C1
  -0.7, -4, 3, x, 0, 9[16.7 µM], -2, -14
> C[C@H](CO)N1C[C@H](C)[C@H](CN(C)Cc2ccc3c(c2)OCO3)Oc2ncc(-c3ccc(F)cc3)cc2C1=O
  0.5, 0, 4, 0, 2, 20[16.7 µM], 2, 4
> COc1ccccc1NC(=O)C(=O)N(c1cccnc1)C(C(=O)NC(C)(C)C)c1ccccc1F (stereo unspecified)
  1.3, 8, 8, -1, x, 15, x, x

Reprinted from the part before: three entries, followed by the next part.
Order of results: CFTR F508del cor, INS-1E GSIS act, PGC1a acetyl inh, FN deposition inh, Cneo AK release, miR-122 sensor, PglD inh, C2C12 statin
> CN1CCCCN2[C@H](CO)[C@@H](c3ccc(-c4ccccc4)cc3)[C@@H]2C1
  -0.7, -4, 3, x, 0, 9[16.7 µM], -2, -14
> C[C@H](CO)N1C[C@H](C)[C@H](CN(C)Cc2ccc3c(c2)OCO3)Oc2ncc(-c3ccc(F)cc3)cc2C1=O
  0.5, 0, 4, 0, 2, 20[16.7 µM], 2, 4
> COc1ccccc1NC(=O)C(=O)N(c1cccnc1)C(C(=O)NC(C)(C)C)c1ccccc1F (stereo unspecified)
  1.3, 8, 8, -1, x, 15, x, x
> N#C/C(=C\c1ccccc1)C(=O)N1CCC(C(N)=O)CC1
  1.7, 21, x, 7, x, -12, x, -6
> O=C(NNC(=O)c1ccccc1[N+](=O)[O-])c1ccccc1[N+](=O)[O-]
  0.1, -4, 7, 0, 0, -8, x, 8
> Cc1ccc(S(=O)(=O)Nc2ccc3c(c2)C(=O)N([C@H](C)CO)C[C@H](C)[C@@H](CN(C)CC2CC2)O3)cc1
  -2.8, 4, 1, 3, -2, 27[16.7 µM], -3, -13
> Cc1sc2nc(SC(C)C)nc(N)c2c1C
  x, x, -16, x, -2, -4, -7, -10
> Nc1ccc(S(=O)(=O)Nc2nccs2)cc1N=Nc1ccccc1[N+](=O)[O-]
  -1.2, 6, -1, 0, x, -3, x, -2
> CCCCc1nc2cc(Cl)ccc2o1
  -0.4, -14, x, -8, 3, 0, 0, 1
> O=C1c2ccccc2C(=O)N1CCCCCCN1C(=O)c2ccccc2C1=O
  2.3, 4, -7, -6, 3, 8, 0, -1
> O=C(CSc1nnc(C2COc3ccccc3O2)o1)N1CCCCC1 (stereo unspecified)
  0.8, -5, x, -4, -2, x, 3, 12
> Cc1cccc(-n2c(SCC(=O)NCC3CCCO3)nc3ccccc3c2=O)c1C (stereo unspecified)
  0.8, 7, -6, -6, 0, 0, 0, 2
> O=C1CSC(c2cn(-c3ccccc3)nc2-c2ccccc2)N1Cc1ccco1 (stereo unspecified)
  x, x, -13, x, -2, -2, -6, 74*
> O=C(NCCc1ccco1)c1cc(COc2cccc(C(F)(F)F)c2)on1
  2.3, -46, -1, 8, -2, 4, 2, x
> COc1ccc(C(C)=O)cc1CSCC(=O)O
  -3.1, 6, 3, -4, x, x, x, x
> O=C/C(=C\Nc1ccc(S(=O)(=O)CCO)cc1)c1nc2cc(Cl)ccc2o1
  -1.2, 9, -1, -9, -1, 13, -2, 9
> COc1cc(NC(=O)CCCNC(=O)Cn2cnc3sc(C)c(C)c3c2=O)cc(OC)c1OC
  1.5, -8, 6, -14, -1, -2, -6, -8
> COc1ccc(NC(=O)COC(=O)C2CC(=O)N(Cc3ccc(C)cc3)C2)cc1 (stereo unspecified)
  -0.8, 2, 9, -2, -1, -6, 2, -1
> CC(C)c1ccc(C2NC(=O)NC3=C2CCc2ccccc23)cc1 (stereo unspecified)
  x, x, -4, 2, -4, -19, -3, -15
> CC(C)NC(=O)Nc1ccc2c(c1)C(=O)N([C@H](C)CO)C[C@@H](C)[C@H](CN(C)C(=O)c1ccccc1)OCCCC[C@H](C)O2
  -2.7, 6, -14, x, -3, 12[16.7 µM], 0, 19
> Cc1ccc(-n2nnc3c(=O)n(CC(=O)NCc4ccco4)cnc32)cc1
  -2.0, -7, 5, -2, 0, 2, 4, -23
> CC(=O)NC1=NN(C(C)=O)C(C)(CCS(=O)(=O)c2ccc(Cl)c(Cl)c2)S1 (stereo unspecified)
  x, -9, -4, -4, 4, 1, 2, x
> O=C(C[C@@H]1C=C[C@H](NS(=O)(=O)c2ccccc2)[C@@H](CO)O1)NCc1ccncn1
  -3.3, -3, -4, x, 0, x, -1, 1
> O=c1oc2ccccc2c(Nc2ccccc2)c1CN1CCCCC1
  0.4, 33, -11, 8, -1, 5, 2, x
> COc1ccc(NC(=O)Nc2nc3c(s2)CCCC3)cc1
  5.5, -15, 9, 9, -6, -5, 0, x
> CCN(CCO)c1nc(NCc2ccccc2)c2cnn(C)c2n1
  1.2, 3, 7, 19, -1, 1, 0, 8
> CCOC(=O)c1c(-c2cccs2)csc1NC(=O)CSc1ncn[nH]1
  -1.1, -41, -23, x, 8, 4, -1, x
> C[C@@H]1CCCCO[C@H](CN(C)C(=O)c2ccccc2)[C@@H](C)CN([C@@H](C)CO)C(=O)c2cc(NS(C)(=O)=O)ccc2O1
  -1.7, 12, 1, x, x, -3[16.7 µM], x, 12
> Cc1cc(=O)oc2cc(OCC(=O)N/N=C/c3ccccc3[N+](=O)[O-])ccc12
  x, -12, 3, -11, 2, 1, -2, x
> CC(C)c1nc2sc(C(=O)O)c(N)c2c2c1CCCC2
  -2.8, -10, 0, 2, 1, -3, -2, 9
> COc1ccc(CC(=O)N/N=C/C=C/c2cccc([N+](=O)[O-])c2)cc1OC
  0.2, -10, -10, 7, 1, -8, -3, x
> Cc1cc(C)c(S(=O)(=O)N(C2=NCCS2)S(=O)(=O)c2c(C)cc(C)cc2C)c(C)c1
  x, x, 5, x, 2, -2, 1, x
> CC1Cc2ccccc2N1c1nc(C2CC2)nc2c1nnn2Cc1ccccc1 (stereo unspecified)
  x, x, 0, x, -3, -14, -5, -10
> Cn1c(CNC(=O)c2ccco2)nnc1SCC(=O)Nc1ccccc1Cl
  -0.4, 20, 7, 2, 1, 6, 0, 5
> CCOC(=O)Cc1csc(NC(=S)NC(=O)c2cc(OC)c(OC)c(OC)c2)n1
  1.0, 6, -4, -6, 6, 6, 4, x
> O=C(c1ccco1)N1CCN(S(=O)(=O)c2ccc(Br)cc2)CC1
  -2.9, -7, 2, -2, 0, -3, -2, 16

Part of the list above, limited to C2C12 statin, FN deposition inh and miR-122 sensor.
Structure	C2C12 statin	FN deposition inh	miR-122 sensor
O=C(C[C@@H]1C=C[C@H](NS(=O)(=O)c2ccccc2)[C@@H](CO)O1)NCc1ccncn1	1	x	x
COc1ccc(NC(=O)Nc2nc3c(s2)CCCC3)cc1	x	9	-5
